# High-throughput results as filed in PubChem.
# STAT1 blocker: reduces IFN-gamma driven STAT1 reporter signal | NIH 3T3 STAT1-luciferase reporter, luminescence | inhibition, % at 5.5 µM | actives 0.35% (n = 200,000);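 active = inhibition above a set limit, the mean inhibition across all tested compounds plus 3 SD, cut at about 34% in these data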;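 note: 0% = IFN-gamma with DMSO and 100% = IFN-gamma with 300 µM nifuroxazide; values of inactives mirror those of a sister screen read the other way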
# STAT3 act: activators of IL-6 induced STAT3 signaling; AID 871; actives 0.91% (n = 190,000); activation (% of control), % at 5.6 µM; U3A cells, IL-6 STAT3-luciferase reporter, luminescence; 100% = signal with IL-6 EC80 alone;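 active = activation above the screen-wide mean of compound activation plus 3 SD, cut at about 130% in these data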;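 note: 0% = background luminescence of wells with medium and substrate only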
#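 Material: STAT3-luciferase reporter U3A cells. Controls: IL-6-treated wells, 100% activation. Read-out: % activation versus median of IL-6-stimulated wells. Probe or stimulus: IL-6 stimulus at 33 ng/mL final. Timing: compound 1 h, then IL-6 6 h at 37 °C. Signal: reporter luminescence signal.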
# DTT redox prof: compounds producing H2O2 with reducing agent – biochemical, NIH compound library profiling, artefact control for MLSCN library redox annotation, primary screen | DTT-dependent redox cycling H2O2, phenol red/HRP absorbance; 100% = 100 µM peroxide control, 0% = buffer | activation, % at 10 µM | actives 0.03% (n = 200,000);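 active = activation of at least 50% relative to the plate's high and low controls in the primary single-dose screen; inactive = activation below 50%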;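 note: compound incubated with DTT at 0.8 mM final as the reducing agent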
# NF-kB expr up: compounds increasing NF-kB expression in human neuronal cells | NF-kB reporter expression; stronger effect = higher value | fold change at 12.5 µM | actives 1.6% (n = 190,000); in the data active = fold change above about 3.3
# STAT1 activator: STAT1 signaling activation; activation (% of control), % at 5.5 µM; NIH 3T3 STAT1-luciferase reporter, IFN-gamma, luminescence; 100% = IFN-gamma alone, no compound; actives 2.6% (n = 200,000);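 active = activation above the screen-wide mean activation plus 3 SD, cut at about 130% in these data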;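 note: raw ratio to IFN-gamma control signal so 100% means no change and 0% no light; values of inactives mirror those of a sister screen read the other way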
# HMGR II inh: inhibitors of class II HMG-CoA reductase from Enterococcus faecalis; purified E. faecalis HMGR, NADPH absorbance 340 nm kinetic; inhibition, % at 10 µM; actives 0.41% (n = 190,000);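 active = inhibition above a set limit, the median over all tested compounds plus 3 SD, cut at about 9.5% in these data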;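 note: enzyme runs in reverse so mevalonate oxidation gives rising NADPH absorbance; 0% = complete reaction with DMSO and 100% = background rate lacking mevalonate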
# Hsp70 act: Hsp70 transcriptional activation, primary screen; HeLa Hsp70 promoter luciferase reporter, luminescence; scaled: vehicle 0, proteasome-inhibitor control 100%; activation, % at 10 µM; actives 0.04% (n = 200,000);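 active = activation above the mean across all tested compounds plus 3 SD, cutoff set per campaign, cut at about 5.5% in these data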;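 note: 100% = MG132 at 30 µM as the positive control and 0% = DMSO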
# APP 5'UTR act: activates APP 5'UTR luciferase reporter; SH-SY5Y APP 5'UTR luciferase reporter, luminescence; zero percent = DMSO vehicle wells; activation, % at 2 µM; actives 1% (n = 190,000); AID 1276;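 active = activation above a set limit, based on mean plus 3 SD of controls, cut at about 140% in these data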; note: values of inactives mirror those of a sister screen read the other way
# STAT3 inh: STAT3 signaling inhibition; U3A cells, IL-6 STAT3-luciferase reporter, luminescence; host cell line lacks STAT1; inhibition, % at 5.5 µM; actives 0.89% (n = 190,000); AID 862;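 active = inhibition above the mean inhibition across all screened compounds plus 3 SD, cut at about 44% in these data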;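 note: 0% = DMSO only wells and 100% = 100 µM nifuroxazide control wells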
# TLR4 MyD88 comp: inhibitors of human TLR4-MyD88 binding; actives 0.18% (n = 200,000); O00206+Q99836; AID 861; inhibition, % at 8.4 µM; HeLa CL3-4 TLR4/MyD88 BLA complementation, FRET ratio; in the data active = inhibition above about 25%;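 note: 0% = vehicle and 100% = reference inhibitor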
# Target sequence (O00206 whole entry, looked up): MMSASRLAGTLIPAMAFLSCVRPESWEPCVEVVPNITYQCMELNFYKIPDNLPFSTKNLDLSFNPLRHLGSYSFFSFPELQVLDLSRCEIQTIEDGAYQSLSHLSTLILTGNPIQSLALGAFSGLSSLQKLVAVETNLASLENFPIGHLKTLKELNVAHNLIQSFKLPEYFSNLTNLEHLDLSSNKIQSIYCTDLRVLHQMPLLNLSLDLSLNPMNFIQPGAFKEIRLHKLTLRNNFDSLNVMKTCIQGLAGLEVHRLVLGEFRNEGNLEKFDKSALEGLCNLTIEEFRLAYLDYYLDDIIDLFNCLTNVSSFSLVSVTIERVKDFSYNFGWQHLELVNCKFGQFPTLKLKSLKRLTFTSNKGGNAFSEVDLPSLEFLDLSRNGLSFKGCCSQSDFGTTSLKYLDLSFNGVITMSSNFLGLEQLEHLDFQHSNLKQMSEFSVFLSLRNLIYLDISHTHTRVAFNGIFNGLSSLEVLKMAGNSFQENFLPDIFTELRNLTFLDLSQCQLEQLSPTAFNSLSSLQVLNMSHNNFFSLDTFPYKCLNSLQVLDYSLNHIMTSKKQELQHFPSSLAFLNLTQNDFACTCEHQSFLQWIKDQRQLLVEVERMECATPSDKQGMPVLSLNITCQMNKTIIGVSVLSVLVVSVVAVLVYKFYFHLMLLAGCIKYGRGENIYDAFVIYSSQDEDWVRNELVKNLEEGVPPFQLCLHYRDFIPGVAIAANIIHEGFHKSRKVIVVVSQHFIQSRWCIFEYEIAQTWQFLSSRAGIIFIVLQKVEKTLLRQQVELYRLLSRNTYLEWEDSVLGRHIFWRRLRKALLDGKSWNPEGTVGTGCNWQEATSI
# Target sequence (Q99836 whole entry, looked up): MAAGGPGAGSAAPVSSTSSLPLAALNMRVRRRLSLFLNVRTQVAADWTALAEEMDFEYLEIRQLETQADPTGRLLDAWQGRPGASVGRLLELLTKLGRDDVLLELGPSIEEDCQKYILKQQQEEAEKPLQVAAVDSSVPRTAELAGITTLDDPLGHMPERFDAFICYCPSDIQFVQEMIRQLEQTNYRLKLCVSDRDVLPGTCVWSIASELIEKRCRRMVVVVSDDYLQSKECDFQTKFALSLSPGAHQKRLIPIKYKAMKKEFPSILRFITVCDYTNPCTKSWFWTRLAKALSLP
# Active calls of the source: *.
Molecule	STAT1 blocker	STAT3 act	DTT redox prof	NF-kB expr up	STAT1 activator	HMGR II inh	Hsp70 act	APP 5'UTR act	STAT3 inh	TLR4 MyD88 comp
Cc1ccc(S(=O)(=O)N2CCN(C3CC(=O)N(Cc4ccccc4)C3=O)CC2)cc1C (stereo not drawn)	-8	108	1.9	0.86	107	1	-0.2	-4	-5	-4
COc1cc(C(=O)Nc2nc(-c3ccc(Cl)cc3)c(C)s2)ccc1OCC(=O)Nc1ccc(F)cc1	1	104	-0.2	0.36	99	-9	-0.4	5	2	-7
Cc1cc(C(=O)COC(=O)C2=COCCO2)c(C)n1-c1ccc2c(c1)OCO2	-17	106	1.7	2	116	-5	-0.1	36	-1	-2
Cc1cccc(NC(=O)Cn2c(O)c(N=NC(=O)c3ccccc3O)c3ccccc32)c1	0	124	0.2	1.1	100	0	-0.1	8	-31	7
c1ccc(OCCn2cnc3ccccc32)cc1	-7	92	5.7	1.3	106	-1	-0.1	11	12	9
COc1cc(C(=O)OC(C)CN2CCN(C)CC2)cc(OC)c1OC (stereo not drawn)	3	102	0.1	1.2	97	0	-0.2	0	2	3
Cn1c(=O)c2[nH]c(CN3CCN(Cc4ccccc4)CC3)nc2n(C)c1=O	3	98	-0.2	1.2	99	-8	-0.2	-22	2	-5
Cc1ccc(N2C(=O)c3ccc(C(=O)N4CCN(c5cccc(C)c5C)CC4)cc3C2=O)cc1	-4	104	0.8	0.82	102	2	-0.4	-12	-2	3
C=C(C)Cn1c(Sc2nc3ccccc3[nH]2)nc2c1c(=O)[nH]c(=O)n2C	7	101	-1.0	1.1	94	-1	-0.3	-4	4	9
Cc1ccc(Nc2nc(-c3sc(NC(=O)c4cccc(Cl)c4)nc3C)cs2)cc1	-10	156*	7.4	1.2	109	-4	-0.1	31	-70	-3
CN(C1=C(NC(=O)c2ccccc2)C(=O)c2ccccc2C1=O)C1CCS(=O)(=O)C1 (stereo not drawn)	-16	102	0.5	0.47	114	-2	-0.2	12	-4	1
CCOC(=O)C1C(=O)NC(N2CCCCC2)=NC1C(C)C (stereo not drawn)	3	103	-2.6	0.96	98	2	0.8	10	3	1
CCN(CC)C(=O)Oc1cc(=O)n(C)c2ccccc12	2	96	-0.1	0.89	98	-1	-0.2	-8	10	-3
CCCCNC(=O)CSc1nc2ccsc2c(=O)n1CCCC(=O)NCCc1ccc(S(N)(=O)=O)cc1	4	102	0.2	0.99	95	-1	0.3	-4	-1	-17
COc1ccc(-c2[nH]ncc2N=Nc2ccccc2)cc1	-31	96	0.1	1.6	130*	3	-0.1	-18	12	5
CC1CCCN(CC(=O)Nc2ccc(S(=O)(=O)N3CCCCCC3)cc2)C1 (stereo not drawn)	6	105	2.0	0.78	95	-3	-0.1	2	-4	4
S=C(NC1CCCCC1)N1CCc2ccccc2C1	5	93	0.0	1	96	1	-0.3	12	11	-8
COc1cc(/C=N/NC(=O)c2cccnc2)ccc1OC(=O)c1ccc([N+](=O)[O-])cc1	-13	115	0.0	1.3	110	2	-0.1	-4	-10	14
Cc1ccc(S(=O)(=O)CCC(=O)NCc2ccc(Cl)cc2)cc1	4	101	0.3	1.1	96	-7	-0.3	-1	1	-12
Cc1nc(SCC(=O)Nc2cc(C)on2)c2c3c(sc2n1)CCCC3	-2	90	-1.8	1.2	102	-2	-0.3	-11	18	-8
COC(=O)c1nnn(-c2ccsc2C(=O)OC)c1C(=O)OC	2	104	-2.3	1.2	98	-9	-0.3	-2	-1	2
COC(=O)c1ccccc1OCCCCN1CC(C)OC(C)C1 (stereo not drawn)	-6	94	-0.7	1.1	105	-4	-0.3	9	8	0
O=C(Nc1ccccc1Cc1ccccc1)c1ccc2c(c1)SC1=NS(=O)(=O)CCN12	-10	111	0.1	1	108	4	-0.2	-17	-8	14
Cc1cccc(NC(=O)c2ccc([N+](=O)[O-])s2)c1C	8	86	-0.1	2.5	93	-7	-0.2	-3	19	12
CCN1CC=C2C(C1)C(c1ccc(Cl)s1)C(C#N)=C(N)C2(C#N)C#N (stereo not drawn)	12	99	1.7	0.97	89	-5	0.1	52	6	5
COC(=O)Cc1ccc(NC(=S)N2CCCC(CO)C2)cc1 (stereo not drawn)	3	91	0.7	1.4	97	-3	-0.5	38	6	4
O=C(Nc1ccc(F)cc1)Nc1ccc([N+](=O)[O-])cn1	3	78	-0.6	1.1	96	-4	-0.1	16	29	-12
COc1cccc(C(=O)Nc2cc(C)on2)c1OC	-23	91	0.0	1.6	121	-1	0.2	51	18	4
CCOc1ccc(S(=O)(=O)Nc2cccc(C)c2)c2cccnc12	37*	96	0.8	0.96	64	-10	0.1	-7	11	2
CCN(CC)c1ccc(-c2n[nH]c(=S)n2-c2ccccc2)cc1	13	88	0.4	1.1	87	-7	0.1	-13	19	-8
O=C(O)CC(NC(=O)OCc1ccccc1)c1ccccc1 (stereo not drawn)	-2	98	-1.8	1.1	102	0	0.3	5	5	-4
Cc1cc(F)ccc1NCC(=O)Nc1ccc(Br)cc1C	4	82	-0.2	1.2	96	-11	-0.2	22	20	5
C#Cc1ccc(C(=O)NCc2ccc(N3CCCC3=O)cc2)cc1	-3	103	-1.4	1.2	103	-3	-0.1	18	-2	-10
Cc1c(Cl)cccc1N1C(=O)c2ccccc2C1=O	6	85	0.2	0.92	94	4	0.1	-68	21	0
O=C(NCC(c1cccs1)N1CCOCC1)c1cccc([N+](=O)[O-])c1 (stereo not drawn)	-6	89	0.0	1.3	106	-14	-0.2	-7	17	0
CCN(CC(=O)NC(C)C)C(=O)C(CCSC)NC(=O)c1ccccc1OC (stereo not drawn)	3	94	-4.1	1.1	97	0	-0.2	11	7	-9
CCCC(=O)Nc1ccc(Nc2ccccc2)cc1	-5	90	-0.8	2	105	-3	-0.1	1	9	-4
COc1ccc(-c2nn(CC(=O)N(C)C)c(=O)c3ccccc23)cc1	5	102	-0.8	1.3	96	3	-0.4	3	4	0
Cc1ccc(NC(=O)COC(=O)C2CC2)c(Br)c1	-8	98	-0.2	1.1	107	-5	-0.3	-5	4	-1
CC1CC1C(=O)OCC(=O)NCc1ccc(Cl)cc1Cl (stereo not drawn)	-1	99	0.1	0.95	101	0	-0.3	0	-1	-1
COc1ccc(C)cc1S(=O)(=O)NCCC1=CCCCC1	-1	100	0.1	1	101	-3	-0.3	0	0	0
C=CCn1c(C(CCCC)CC(C)O)n[nH]c1=S (stereo not drawn)	2	104	-0.7	1.2	99	0	-0.1	5	-6	0
Cc1ccc(NC(=O)CO/N=C(\N)c2nonc2N)cc1	0	97	0.3	1.4	99	1	-0.2	3	12	2
CC(=O)C1=C(O)C(=O)N(CCN2CCOCC2)C1c1ccccc1 (stereo not drawn)	5	104	-0.2	0.96	96	-2	-0.2	-16	-1	10
COc1cc(/C=N/NC(=O)c2ccc(Cn3cc([N+](=O)[O-])cn3)o2)cc(Br)c1O	3	104	-0.2	0.85	95	0	-0.3	5	-2	6
CC(C(=O)NCC1CCCCC1)N1CCN(S(=O)(=O)/C=C/c2ccccc2)CC1 (stereo not drawn)	-1	98	-0.2	0.91	101	-1	-0.2	-12	5	-11
O=C(Nc1ccc2[nH]c3c(c2c1)CCCC3)c1ccco1	-17	96	2.4	0.81	115	3	0.0	16	9	1
CCCCCn1c(=O)[nH]c2cc(C(=O)NCCCN(C)Cc3ccccc3)ccc2c1=O	7	99	0.8	0.97	93	0	-0.2	-12	6	-3
Cc1cccc(C)c1N1CCN(C(=O)N2CCOCC2)CC1	-3	94	0.1	1.1	100	0	-0.1	14	14	-5
Cc1ccc2c(c1)C(CCN)C(=O)N2Cc1ccccc1 (stereo not drawn)	-1	88	0.3	1.5	101	-3	-0.4	-2	14	-3
CCN(CC)CCn1c(=N)n(CC(O)c2ccco2)c2ccccc21 (stereo not drawn)	7	99	-0.2	1	93	-4	-0.3	15	3	-5
O=C(CCN1C(=O)c2ccccc2C1=O)N1CCN(C2c3ccccc3-c3ccccc32)CC1	3	104	0.1	1.3	98	-13	-0.1	-1	5	1
C/C(N)=C(/C#N)C(=O)CSc1nc(C2CCCCC2)n(-c2ccccc2)n1	2	105	-0.7	0.79	98	1	-0.5	-15	1	2
CC(=O)N1CCN(c2ccc(NC(=O)c3ccc(N4CCCC4)c([N+](=O)[O-])c3)cc2Cl)CC1	0	89	-4.0	0.61	99	0	0.1	1	21	-3
Fc1ccc(N2CCN(/C=C/c3nnnn3-c3ccccc3)CC2)cc1	14	98	-0.3	0.95	87	-5	-0.4	3	5	1
Cc1nn(C)c(Oc2cccc(Cl)c2)c1C(=O)Nc1ccc(F)cc1F	4	97	2.1	0.9	97	1	-0.6	6	4	0
Cc1nnc(SCCn2c(N3CC(C)CC(C)C3)nc3c2c(=O)[nH]c(=O)n3C)s1 (stereo not drawn)	-3	104	-0.1	0.78	103	-3	-0.2	-11	-2	-1
CCC(C)(C)NC(=O)C(c1ccccn1)N(C(=O)c1csnn1)C1CCCCC1 (stereo not drawn)	3	100	-0.6	1.2	95	-1	-0.4	44	2	-12
CN(C)CCNC(=O)Nc1ccc(Cl)c(Cl)c1	-3	99	1.7	1.1	102	-1	0.0	9	12	7
NC(=O)c1ccc(OCC(F)(F)C(F)(F)C(F)(F)C(F)(F)C(F)(F)C(F)F)cc1	-1	95	0.2	1.2	101	0	0.5	3	10	4

# An excerpt from above in order of heavy-atom count, smallest number first.
Molecule	STAT1 blocker	STAT3 act	DTT redox prof	NF-kB expr up	STAT1 activator	HMGR II inh	Hsp70 act	APP 5'UTR act	STAT3 inh	TLR4 MyD88 comp
Cc1ccc(NC(=O)COC(=O)C2CC2)c(Br)c1	-8	98	-0.2	1.1	107	-5	-0.3	-5	4	-1
COc1ccc(-c2[nH]ncc2N=Nc2ccccc2)cc1	-31	96	0.1	1.6	130*	3	-0.1	-18	12	5
COc1cc(/C=N/NC(=O)c2cccnc2)ccc1OC(=O)c1ccc([N+](=O)[O-])cc1	-13	115	0.0	1.3	110	2	-0.1	-4	-10	14

# More compounds.
Molecule	STAT1 blocker	STAT3 act	DTT redox prof	NF-kB expr up	STAT1 activator	HMGR II inh	Hsp70 act	APP 5'UTR act	STAT3 inh	TLR4 MyD88 comp
Fc1cccc(NC(=S)Nc2ccc(Br)cc2)c1	5	86	2.7	1	96	3	0.2	-7	28	3
O=C(NCCN1CCOCC1)c1ccc2c(c1)N(Cc1ccccc1)CCS2	-10	104	-0.6	1.1	109	2	0.1	0	4	5
COc1ccc(NC(=O)CSc2nc3cccnc3n2C)cc1	0	85	-0.9	0.92	98	-2	-0.2	5	22	-14
CC(=O)CC(C)(C)S(=O)(=O)c1ccc(NC(C)=O)cc1	1	96	0.5	1.3	99	-13	0.3	73	8	3
COc1ccc(-c2nn(-c3ccccc3)cc2/C=C(\CC(=O)O)c2nc3ccccc3s2)cc1OC	-5	104	-2.0	1.1	104	-6	0.4	-3	-2	4
Cc1cc(NC(=O)c2ccc(S(=O)(=O)N3CCc4ccccc43)cc2)no1	2	105	0.2	1.1	96	-6	-0.1	9	1	12
COc1ccc(CCNC(=O)CSC(=O)c2ccccc2)cc1OC	0	98	1.6	1.1	100	-5	-0.3	6	7	-4
